# Lipid storage S3: qHTS Assay for Lipid Storage Modulators in Drosophila S3 Cells; Drosophila S3 cells, BODIPY lipid droplet fluorescence, 18-24 h; cells fed with added oleic acid; Potency in µM for hits, for the others lipid storage change, negative = inhibition, % at the top dose, mostly 46.1 µM; 320,000 tested, 0.64% active; AID 2685; active = well fitted inhibition curve with a large enough effect in the signal ratio, with a control signal flat, not every such curve was filed as active; inconclusive = small, poorly fitted or top-dose-only effect, or effect the other way, or a change in a side signal; the % refers to the signal ratio
#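 Drosophila S3 cells loaded with oleic acid (400 uM, as added) and compounds at several concentrations; lipid droplets imaged by 488-nm laser-scanning cytometry, 500–530 nm intensity and object ratio to cell channel. Percent activity normalized to 20 uM Triacsin C.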
# Lipid storage S3 cell count max: also measured in Lipid storage S3; calls as there; cell number change, %; measured here: cell count max response;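 cells counted by Cell Tracker Red CMTPX staining in the red channel; peak over a dose series mostly up to 46.1 µM; percent activity relative to internal control wells on each plate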
# Numbers without * were called inactive; i = inactive; ? = inconclusive; nt = not tested or not shown; [ ] = another dose, or the depositor's remark. % is scaled to controls: 0 for no effect and ±100 for the full control effect; potency is read from the fitted curve at half-maximal effect. These rows are one share of the data; the hit share may differ from the screen's.
no.	compound	Lipid storage S3	Lipid storage S3 cell count max
1	Cc1nc2ccccc2c(=O)n1/N=C/c1ccc(N(C)C)cc1	?	nt
2	Cc1ccc(S(=O)(=O)NCc2cccnc2)cc1C	?	nt
3	c1ccc2nc3c(nc2c1)[nH]c1ccccc13	?	nt
4	CCOC(=O)/C(C#N)=C/N1CCOCC1	-5%	-3
5	Cc1c(C(=O)O)cccc1-n1c(C)cc(/C=C(/C#N)C(=O)NCc2ccccc2)c1C	?	nt
6	O=C(O)c1ccc(-c2ccc(O)c(F)c2)cc1	-4%	-21
7	CCC(=O)NC(=S)Nc1ccc(NC(=O)c2ccco2)cc1	-10%	-13
8	CCOC(=O)CC(=O)Nc1ccc(C(=O)OCC)cc1	?	nt
9	CC1CCN(C(=O)c2ccc(NC(=O)C3CCCO3)cc2)CC1 (centres undefined)	?	nt
10	O=C(NCCN1CCCCC1)Nc1cccc(Cl)c1Cl	?	nt
11	CCOc1ccc(NC(=O)CN(C)C(=O)C2CC2C)cc1OCC (centres undefined)	-28%[0.0737 µM]	3
12	CCn1nc(C)c(NC(=O)c2cc(Br)ccc2Cl)c1C	?	nt
13	c1ccc2c(c1)ncn2CCC1CCCCC1	?	nt
14	Cc1ccc(C2CC2c2n[nH]c(=S)n2-c2cccc(Cl)c2)cc1 (centres undefined)	1%	-9
15	COc1ccc(CCN(C)C(=O)CN2C(=O)c3ccccc3S2(=O)=O)cc1OC	?	nt
16	COC(=O)C1=C(C)N(Cc2ccccc2)C(=NCCc2cccnc2)N[C@H]1c1ccccc1	?	nt
17	CC[C@@]12C(=O)N(c3ccc(C)cc3)C(=O)N1[C@H](c1cccc(C)c1)[C@@H]1C(=O)N(Cc3ccccc3)C(=O)[C@@H]12	?	nt
18	CCN(CC)c1c2c(c(C#N)c3nc4ccccc4n13)CCC2	4%	2
19	COc1cc(NC(=S)Nc2ccccn2)c(OC)cc1Cl	?	nt
20	Cc1cc(C)cc(NC(=O)c2ccc3c(c2)CCN3S(C)(=O)=O)c1	?	nt
21	O=C(CCc1ccccc1)NNC(=O)Nc1ccc(Cl)cc1	4%	-16
22	CCOC(=O)c1c(N)sc(N)c1C(=O)OCC	?	nt
23	COc1cccc(C(=O)N/N=C/c2ccc(Oc3ccc([N+](=O)[O-])cn3)c(OC)c2)c1	?	nt
24	CC(C)(C)NC(=O)CN(C(=O)CCC(=O)Nc1nccs1)c1ccc(F)c(Cl)c1	14%	15
25	CSc1ccccc1NC(=O)CSc1nnc(Cc2ccccc2)o1	?	nt
26	Cc1nc2cc(NC(=O)Nc3nccs3)ccc2n1C	i	-3
27	CC1CC(C)CN(C(=O)Cn2nnc(-c3ccccc3)n2)C1 (centres undefined)	?	nt
28	O=S(=O)(c1ccccc1)c1nc(-c2ccccc2Cl)oc1NCCN1CCOCC1	?	nt
29	COc1ccc(CN2C(=O)C(Cc3ccccc3)Nc3ncnc(N4CCc5ccccc5C4)c32)cc1 (centres undefined)	?	nt
30	Cc1ccc(C)c(NC(=O)Cn2cc(C(=O)C3CC3)c3ccccc32)c1	i	30
31	C#CCOCCOCCOCCNc1nc(N2CCN(C(=O)Cn3cc(CCCCN)nn3)CC2)nc(N2CCN(C(=O)Cn3cc(CCCCN)nn3)CC2)n1	-7%	-16
32	COc1ccc(S(=O)(=O)N2CCN(C(=O)c3c(-c4ccccc4)noc3C)CC2)cc1	25%	12

# Two entries drawn at random from those above:
no.	compound	Lipid storage S3	Lipid storage S3 cell count max
27	CC1CC(C)CN(C(=O)Cn2nnc(-c3ccccc3)n2)C1 (centres undefined)	?	nt
29	COc1ccc(CN2C(=O)C(Cc3ccccc3)Nc3ncnc(N4CCc5ccccc5C4)c32)cc1 (centres undefined)	?	nt

# (cont.)
no.	compound	Lipid storage S3	Lipid storage S3 cell count max
33	Cc1cc(C)c(C(=O)COC(=O)c2c(C)noc2C)cc1C	9%	-18
34	COc1ccc(CNC(=O)CS(=O)Cc2nc(-c3ccccc3C)oc2C)cc1 (centres undefined)	1%	nt
35	O=C(Nc1cccc2ccccc12)c1cc2c(cc1Br)OCO2	?	nt
36	COC(=O)c1ccc(C2c3c(oc4ccc(Cl)cc4c3=O)C(=O)N2CCN2CCOCC2)cc1 (centres undefined)	5%	11
37	CC(=O)N1CCc2c(sc(NC(=O)Cc3ccc(F)cc3)c2C(N)=O)C1	i	-12
38	Cn1c(=O)n(C)c2cc(NC(=O)CSc3ccccc3)ccc21	?	nt
39	C[C@@]12C(=O)N(Cc3ccccc3)CC(=O)N1[C@H](/C=C/c1ccccc1)[C@@H]1C(=O)N(c3ccccc3)C(=O)[C@@H]12	9%	-3
40	COc1ccc2cc(CCNC(=O)C3CCCC3)c(=O)[nH]c2c1	?	nt
41	CN(C)CC/C=C1\c2ccccc2CSc2ccccc21	8%	9
42	CCOC(=O)c1c(/N=C/C2=C(O)CC(C)(C)CC2=O)sc(C)c1C	4%	15
43	CN(C)c1ccc(NC(=O)CSc2nc3c(c(=O)[nH]2)CCCC3)cc1	?	nt
44	O=C(NN1CCOCC1)c1ccc(Cl)c([N+](=O)[O-])c1	i	8
45	COc1ccc(S(=O)(=O)N(C)c2ccc(C(=O)N3CCCCC3)cc2)cc1OC	6%	2
46	O=C(CCSCc1cccc(Cl)c1)NCCC1=CCCCC1	-10%	1
47	C=CCSc1nnc(NC(=O)c2ccc(Cl)nc2)s1	i	nt
48	CCc1cc(C(=O)OCC(=O)N2CCC(c3ccccc3)=N2)sc1C	?	nt
49	O=c1c(Cl)c(N/N=C/c2ccc(Br)cc2)cnn1-c1ccccc1	?	nt
50	Cn1c(=O)n(C)c2cc(/C=C3/SC(=O)N(CC(=O)N4CCOCC4)C3=O)ccc21	-5%	-3
51	CCc1n[n+](CC(=O)c2ccccc2)c(N)s1	?	nt
52	CCOC(=O)c1ccc(NC(=O)Nn2cnnc2)cc1	?	nt
53	O=C(c1cc(=O)c2ccccc2o1)N1CCN(c2cccc(Cl)c2)CC1	?	nt
54	CCCCCN1C(=O)Cn2c(nc3ccccc3c2=O)C1C (centres undefined)	?	nt
55	Cc1ccc(CNC(=O)C2CC(c3cccc([N+](=O)[O-])c3)=NO2)cc1 (centres undefined)	10%	-6
56	Cc1ccc(NC2=NCCCCC2)cc1	?	nt
57	Cc1cc(C)nc(/N=c2/ssnc2Cl)c1	?	nt
58	O=C(NCc1ccccc1)c1c[nH]c2ccc(F)cc2c1=O	-6%	-18
59	COc1ccc(C2OCC3(CO2)SC(=O)NC3=O)cc1OC (centres undefined)	2%	16
60	CCc1nnc(NC(=O)c2cccc(OC)c2)s1	?	nt
61	Cn1c(CNC(=O)c2ccco2)nnc1SCC(=O)Nc1ccc(Br)cc1F	15%	9
62	Cc1ccc(S(=O)(=O)N2CCN(C(=O)COC(=O)c3c(C)cc(C)cc3C)CC2)c(C)c1	41%	nt
63	COc1ccc(N2CCN(S(=O)(=O)c3ccc(C(=O)NCc4ccco4)cc3)CC2)cc1	-1%	nt
64	CNC(=S)N1N=C(c2ccccc2)CC1c1ccc(OC)c(OC)c1 (centres undefined)	-2%	-29
65	COc1cc2c(cc1OC)C(C(=O)NCc1ccco1)C1c3ccccc3CCN1C2=O (centres undefined)	?	nt
66	NC(=O)Nc1ccc(C(=O)OCC(=O)NCc2ccc3c(c2)OCO3)cc1	?	nt
67	CCN(CC)CCCNS(=O)(=O)c1ccc(OC)cc1	-22%	-3
68	Nc1ccc2c(c1Cl)C(=O)c1ccc(N)c(Cl)c1C2=O	?	nt
69	Cc1cc(Nc2nc3ccccc3nc2Cl)n(-c2ccc([N+](=O)[O-])cc2)n1	?	nt
70	O=C(NCc1ccccc1)c1ccc(NC2=NC3CS(=O)(=O)CC3S2)cc1 (centres undefined)	25%	17
71	CCS(=O)(=O)Nc1ccc(-c2ccc(NS(=O)(=O)CC)c(OC)c2)cc1OC	2%	5
72	COc1cc2[nH]c(=S)nc(NCc3ccc(Cl)cc3)c2cc1OC	?	nt

# Results in sequence from the entries so far:
# Lipid storage S3 for nos. 65 to 71 → ?, ?, -22%, ?, ?, 25%, 2%

# Other records:
no.	compound	Lipid storage S3	Lipid storage S3 cell count max
73	Cc1ccc(S(=O)(=O)c2nc(S(=O)(=O)CCO)sc2N2CCOCC2)cc1	?	nt
74	O=C(Nc1ccc(S(=O)(=O)N2CCCCC2)cc1)C1CC1	12%	19
75	O=S1(=O)c2ccccc2Nc2ccccc21	-5%	5
76	C=CCN=Cc1c(C)[nH]n(-c2ccccc2)c1=O	3%	22
77	O=C(Nc1cc([N+](=O)[O-])ccc1C(=O)Nc1cccnc1)c1ccccc1	i	17
78	O=C(CCC1CCN(C(=O)c2ccco2)CC1)NCc1ccc(F)cc1	?	nt
79	O=C(OC(c1ccccc1)c1nccc2ccccc12)c1cccc([N+](=O)[O-])c1 (centres undefined)	11%	17
80	CC[C@H](C)[C@@H](C(=O)N1CCNCC1)n1cc([C@@H](N)Cc2ccc(O)cc2)nn1	-10%	-11
81	Cc1ccc(NC(=O)C2CC(O)CN2C(=O)OCc2ccccc2)c(C)c1 (centres undefined)	?	nt
82	Cc1ccc(-c2nnc(N3CCCCC3)c3ccccc23)cc1	-16%	-9
83	CC(=O)Nc1cccc(OC(=O)c2ccoc2C)c1	i	nt
84	CCCN(CC(=O)Nc1cc(C)on1)S(=O)(=O)c1cccc(C(F)(F)F)c1	9%	-8
85	C=CCC(C=C)S(=O)(=O)c1ccc(C)cc1 (centres undefined)	?	nt
86	COc1ccc(-c2csc3ncn(-c4ccccc4)c(=O)c23)cc1OC	2%	-7
87	CCCN1/C(=C2/SC(=S)N(CC)C2=O)C=Cc2ccccc21	?	nt
88	CCOC(=O)Nc1nc(-c2ccccc2)c(C(=O)c2ccc(Cl)cc2)s1	?	nt
89	Cc1onc(-c2ccccc2)c1C(=O)NCc1cccs1	?	nt
90	CSc1oc(-c2ccco2)nc1S(=O)(=O)c1ccc(C)cc1	?	nt
91	CC1CCN(C(=O)COC(=O)c2ccc3c(c2)C(=O)N(Cc2ccco2)C3=O)CC1	?	nt
92	CCc1noc(C)c1C(=O)N(CC)CC(=O)Nc1ccccc1C(F)(F)F	15%	21
93	COc1ccc2nc(N=Nc3ccc(N(C)C)cc3)sc2c1	?	nt
94	CCC1CCCCN1CCCNC(=O)CN1C(=O)COc2ccccc21 (centres undefined)	24%	2
95	OCC[C@H]1C[C@@H](O)[C@H](O)[C@@]2(CCc3ccccc3O2)O1	14%	4
96	Cc1ccc(NC(=O)C(C)N2CCc3ccccc3C2)cc1 (centres undefined)	?	nt
97	O=C(COC(=O)CNC(=O)c1ccc(Cl)cc1Cl)Nc1ccc(N2CCOCC2)cc1	?	nt
98	Cc1cccc2cc(-c3ccccc3)c(-c3ccccc3)c[n+]12	0%	1
99	c1ccc(COCCN2CCN(CCOCc3ccccc3)CC2)cc1	?	nt
100	OCCNC1=NCCN1	-1%	-11
101	COc1cccc(NC(=O)N2CCC(C(N)=O)(N3CCCCC3)CC2)c1	-11%	-15
102	CCCCn1c(N)c(N(CC(C)C)C(=O)c2oc3ccc(Br)cc3c2C)c(=O)[nH]c1=O	?	nt
103	Cc1ccc(C(=O)c2ccccc2C(=O)O)cc1C	?	nt
104	CCNc1ccc(C(=O)OCC(=O)NC(=O)NCC(C)C)cc1[N+](=O)[O-]	?	nt
105	O=C(NCCOc1ccccc1)C1CCC(=O)N(CCCN2CCCC2=O)C1 (centres undefined)	?	nt
106	COc1ccc(/C=N/n2cnnc2)cc1Oc1nc(Cl)ncc1F	0%	3
107	Cc1cccc(N2CCN(c3nc4ccc(Cl)cc4n4cnnc34)CC2)c1C	?	nt
108	O=C1CC(=O)N(c2cccc(F)c2)N1	?	nt
109	O=C1C=C(c2ccc(F)cc2OCc2ccccc2)C[C@@H](c2ccc(F)cc2)C1	i	-10
110	O=C(Cn1c(=O)c2cccn2c2ccccc21)NCCc1ccc(Cl)cc1	i	23
111	COCCN(Cc1cc2cc3c(cc2nc1Cl)OCO3)C(=O)Nc1ccc(OC)cc1	?	nt
112	CC(OC(=O)c1cccc(S(=O)(=O)N2CCCCCC2)c1)C(=O)Nc1ccc(S(N)(=O)=O)cc1 (centres undefined)	?	nt

# Among those listed so far, these have bromine.
no.	compound	Lipid storage S3	Lipid storage S3 cell count max
12	CCn1nc(C)c(NC(=O)c2cc(Br)ccc2Cl)c1C	?	nt
35	O=C(Nc1cccc2ccccc12)c1cc2c(cc1Br)OCO2	?	nt
49	O=c1c(Cl)c(N/N=C/c2ccc(Br)cc2)cnn1-c1ccccc1	?	nt
61	Cn1c(CNC(=O)c2ccco2)nnc1SCC(=O)Nc1ccc(Br)cc1F	15%	9
102	CCCCn1c(N)c(N(CC(C)C)C(=O)c2oc3ccc(Br)cc3c2C)c(=O)[nH]c1=O	?	nt

# Next section:
no.	compound	Lipid storage S3	Lipid storage S3 cell count max
113	CCC/C=N/Nc1nnc(Cc2ccc(OC)c(OC)c2)c(=O)[nH]1	i	nt
114	C/C(=N/Nc1ccc(C)cc1)C1(C)N(O)C(C)(C)C(c2ccco2)=[N+]1[O-] (centres undefined)	?	nt
115	COc1cccc(CNC(=O)Cn2ccc3cc(S(=O)(=O)N4CCCC4)ccc32)c1OC	?	nt
116	COc1ccc(C2CC(C(F)(F)F)n3nc(C(=O)NCCCn4ccnc4)cc3N2)cc1OC (centres undefined)	21%	3
117	O=C(c1ccc(N2C(=O)C3CC=C(Cl)CC3C2=O)cc1)N1CCOCC1 (centres undefined)	-4%	30
118	CCOC(=O)N1CCC(NC(=O)CN(C)S(=O)(=O)c2cc3c(cc2Cl)NC(=O)CO3)CC1	?	nt
119	CCC(C)C(NC(=O)OC(C)(C)C)C(=O)NC(CC(C)C)C(N)=O (centres undefined)	?	nt
120	O=C(NCc1csc(-c2ccccc2)n1)c1cc(F)cc2c1OCOC2	i	nt
